Compound activity (PubChem)
D1 agonist = Allosteric Agonists of the Human D1 Dopamine Receptor: qHTS; HEK293 T-REx D1 cells, calcium flux, agonist mode; hit rate 1% among 360,000; activation, % at 2 µM; AID 504660, 2011; D(1A) dopamine receptor (Homo sapiens), P21728; also: 0% is about no effect
Target sequence (P21728 whole entry, looked up): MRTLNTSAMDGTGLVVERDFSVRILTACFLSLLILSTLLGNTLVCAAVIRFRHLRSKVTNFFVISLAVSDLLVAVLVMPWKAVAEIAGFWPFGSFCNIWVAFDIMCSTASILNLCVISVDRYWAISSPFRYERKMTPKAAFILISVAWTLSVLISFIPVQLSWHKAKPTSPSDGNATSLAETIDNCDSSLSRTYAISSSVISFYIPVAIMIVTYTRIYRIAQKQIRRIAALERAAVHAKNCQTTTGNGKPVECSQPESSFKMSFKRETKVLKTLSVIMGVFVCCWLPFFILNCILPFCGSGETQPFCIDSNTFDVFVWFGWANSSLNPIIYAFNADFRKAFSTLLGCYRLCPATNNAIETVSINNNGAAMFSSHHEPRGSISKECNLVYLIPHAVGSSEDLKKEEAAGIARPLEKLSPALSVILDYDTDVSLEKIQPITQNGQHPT
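Inducible HEK293 T-REx D1 cells, force-coupled to calcium signalling, were plated at 4000 cells/well with tetracycline and held overnight at 30 C. After no-wash calcium dye loading, compound-evoked calcium rise over 180 s flagged agonists.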
D1 antag = Antagonist of Human D 1 Dopamine Receptor: qHTS; D(1A) dopamine receptor (Homo sapiens), P21728; hit rate 3.2% among 360,000; HEK293 TREx D1 cells, calcium flux, dopamine EC80; stronger effect = lower value; activity change, negative = inhibition, % at 10 µM; in the data active = activity change below about -30%; also: % is scaled to controls: 0 for no effect and ±100 for the full control effect
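After overnight tetracycline induction at 30 C, force-coupled D1 HEK293 cells took up a no-wash calcium dye at room temperature. Compounds were added and monitored 180 s, and the response to EC80 dopamine was then recorded.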
D2 antag = HTS Assay for Allosteric Antagonists of the Human D2 Dopamine Receptor: Primary Screen for Antagonists; HEK293 TREx D2 cells, calcium flux, dopamine EC80; AID 485344, 2010; inhibition, % at 10 µM; hit rate 2% among 340,000; in the data active = inhibition above about 30%; also: 0% is about no effect
Target sequence (P14416 whole entry, looked up): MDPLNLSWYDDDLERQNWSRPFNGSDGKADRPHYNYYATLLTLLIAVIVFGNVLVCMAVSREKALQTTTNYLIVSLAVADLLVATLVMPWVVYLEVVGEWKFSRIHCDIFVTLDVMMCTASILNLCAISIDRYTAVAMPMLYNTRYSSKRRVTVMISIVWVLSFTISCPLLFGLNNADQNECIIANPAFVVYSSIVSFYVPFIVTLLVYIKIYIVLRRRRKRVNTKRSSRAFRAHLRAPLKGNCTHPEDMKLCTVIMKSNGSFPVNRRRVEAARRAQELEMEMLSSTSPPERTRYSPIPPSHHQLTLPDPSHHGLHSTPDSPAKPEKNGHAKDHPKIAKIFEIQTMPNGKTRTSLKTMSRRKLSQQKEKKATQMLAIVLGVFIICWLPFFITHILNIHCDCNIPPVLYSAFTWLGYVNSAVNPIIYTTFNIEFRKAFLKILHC
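Antagonism is scored as inhibition of an EC80 dopamine-evoked calcium signal in a force-coupled, tetracycline-inducible HEK293 T-REx D2 line, with compound present 180 s before agonist.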
TRHR PAM = qHTS for Small Molecule Agonists and Allosteric Enhancers of Human TRH Receptor: Primary Screen for Enhancers; Thyrotropin-releasing hormone receptor (Homo sapiens), P34981; TRHR cells, fluo-8 calcium fluorescence, EC20 TRH enhancement; enhancement, % at 2 µM; hit rate 0.66% among 360,000; AID 493056, 2011; in the data active = enhancement above about 30%; also: 0% is about no effect
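Enhancer read-out: after compound pinning and an initial kinetic agonist-mode read, an EC20 of TRH (10 nM final) was injected and fluo-8 calcium signal (Ex 480/Em 530) followed at 1 s/cycle for 100 cycles in TRHR-expressing cells.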
D1 potentiator = Potentiators of Human D1 Dopamine Receptor: qHTS | potentiation, % at 10 µM | hit rate 0.036% among 360,000 | AID 504651, 2011 | HEK293 TREx D1 cells, calcium flux, dopamine EC20 potentiation; in the data active = potentiation above about 30%; also: 0% is about no effect
TRHR ag = qHTS for Small Molecule Agonists and Allosteric Enhancers of Human TRH Receptor: Primary Screen for Agonists; Thyrotropin-releasing hormone receptor (Homo sapiens), P34981; TRHR cells, calcium flux fluo-8, FDSS agonist mode; activation, % at 2 µM; hit rate 0.18% among 360,000; also: 0% is about no effect
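In this calcium-flux screen, cells bearing human TRHR are dye-loaded with fluo-8, baselined for 10 cycles, then exposed to library compounds; positive kinetic calcium responses during the agonist phase mark hits, with TRH as control.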
D2 agonist = HTS Assay for Allosteric Agonists of the Human D2 Dopamine Receptor: Primary Screen for Agonists. D(2) dopamine receptor (Homo sapiens), P14416. HEK293 T-REx D2 cells, calcium flux agonist mode. activation, % at 2 µM. hit rate 0.53% among 340,000. AID 485358, 2010;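 active = activation over 3 SD above normal in the single-dose calcium agonist read, cut at about 30% in these data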; also: 0% is about no effect
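Agonism is scored from calcium flux in a force-coupled, inducible HEK293 cell line expressing D2, read kinetically for 180 s after compound addition against dopamine controls.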
RXFP1 antag = qHTS Assay for Antagonists of the Relaxin Receptor RXFP1; Relaxin receptor 1 (Homo sapiens), Q9HBX9; HEK293-RXFP1, relaxin-stimulated cAMP HTRF, 30 min; stronger effect = lower value; activity change, negative = inhibition, % at 57.5 µM; hit rate 0.59% among 350,000; AID 1259400, 2018;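 active = activity change of -60% or lower, but not beyond a set lower limit; inconclusive = change between -60% and -40%, or beyond the set limit; inactive = change above -40%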; also: % is scaled to controls: 0 for no effect and ±100 for the full control effect
D2 PAM = HTS Assay for Positive Allosteric Modulators of the Human D2 Dopamine Receptor: Primary Screen for Potentiators; hit rate 0.34% among 340,000; HEK293 T-REx D2, calcium flux, EC20 dopamine potentiation; D(2) dopamine receptor (Homo sapiens), P14416; AID 485347, 2010; potentiation, % at 10 µM;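 active = potentiation over 3 SD above the plate norm, cut at about 30% in these data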; also: 0% is about no effect
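Cells plated with tetracycline inducer and held overnight at 30 C; calcium dye loaded 30–90 min at room temperature; baseline taken, compound added and read 180 s; EC20 dopamine then added and read 180 s.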
Starred values were filed as active, the others as inactive; ? = inconclusive; · = no result given. Rule as the data show it, unless noted: active = activation above about 30%; inactive = the rest.

Every second line gives: D1 agonist | D1 antag | D2 antag | TRHR PAM | D1 potentiator | TRHR ag | D2 agonist | RXFP1 antag | D2 PAM
- O=[N+]([O-])c1ccc2nc(-c3cccnc3)[nH]c2c1
 : 2 | -15 | 5 | 1 | 5 | -1.3 | -1.1 | 10 | 4
- Cc1cc(C)c[n+](-c2[nH]c(=O)sc2/C=N/NC([S-])=Nc2ccccc2)c1
 : 6 | -6 | -1 | -9 | 1 | 5.0 | 0.6 | -10 | 9
- COc1ccc(N2CCN(c3oc(-c4ccco4)nc3C#N)CC2)cc1
 : 0 | -6 | · | 2 | -3 | -0.9 | · | -1 | ·
- CCN(CC(=O)Nc1cc(Cl)ccc1C)C(=O)CSCc1ccc(C)cc1
 : 15 | -29 | -3 | -7 | -6 | 1.0 | 0.1 | -16 | -11
- C=CCc1c(C)nc(SCC(N)=O)[nH]c1=O
 : 1 | 4 | -23 | 4 | -2 | 0.0 | 0.4 | -5 | 5
- Cc1cccc(C)c1NC(=O)CNC(=O)C12CC3CC(CC(O)(C3)C1)C2
 : 2 | 1 | -14 | 7 | -1 | 1.2 | 1.1 | -9 | 25
- CCOc1ccc(-n2c(=O)c3c(C)c(C)sc3n(Cc3ccccc3C)c2=O)cc1
 : -1 | -73* | · | -5 | 5 | 0.9 | 0.2 | 2 | 12
- CCOC(=O)c1ccccc1NC(=O)CN(c1ccccc1)S(=O)(=O)N(C)C
 : 1 | -18 | 14 | 0 | 4 | -0.4 | -0.2 | -5 | 7
- COc1ccc(CC(=O)OCC(=O)N2CCN(S(=O)(=O)c3ccc(C)cc3C)CC2)cc1
 : 5 | -90* | -10 | 5 | -6 | 0.2 | -0.4 | 4 | -2
- Cc1nc2scc(C)n2c(=O)c1S(=O)(=O)NCC1CCN(Cc2ccc(F)cc2)CC1
 : 5 | 4 | 34* | 2 | 0 | 0.0 | 0.7 | 36 | -8
- Cc1ccc(-n2c3c(c(O)c(-c4ccccc4)c2=O)C(=O)CC(C)(C)C3)cc1
 : 0 | 0 | 11 | 0 | -4 | 0.5 | 2.9 | · | 1
- CC(C)Sc1ccc([N+](=O)[O-])cc1C(=O)Nc1ccncc1
 : -1 | 1 | -1 | 3 | -1 | -0.3 | 0.3 | -9 | -7
- CN1/C(=C/C2CC(=O)NC2=O)C(C)(C)c2ccccc21 (stereo not drawn)
 : 3 | -6 | -9 | 0 | 1 | 1.1 | -0.6 | -4 | 1
- CCCCCC1CC(CC(=O)NC(=S)Nc2ccccc2Cl)C(=O)O1 (stereo not drawn)
 : 0 | 10 | -10 | 1 | -4 | 1.3 | 12 | -6 | -5
- COC(=O)CN(c1ccc(OC)cc1)S(=O)(=O)c1ccc(OC)c(OC)c1
 : -2 | -11 | -12 | 0 | -2 | 0.2 | -0.4 | 0 | -1

Part of the list above in order of molecular weight, low to high:
Every second line gives: D1 agonist | D1 antag | D2 antag | TRHR PAM | D1 potentiator | TRHR ag | D2 agonist | RXFP1 antag | D2 PAM
- CCCCCC1CC(CC(=O)NC(=S)Nc2ccccc2Cl)C(=O)O1 (stereo not drawn)
 : 0 | 10 | -10 | 1 | -4 | 1.3 | 12 | -6 | -5
- COC(=O)CN(c1ccc(OC)cc1)S(=O)(=O)c1ccc(OC)c(OC)c1
 : -2 | -11 | -12 | 0 | -2 | 0.2 | -0.4 | 0 | -1
- COc1ccc(CC(=O)OCC(=O)N2CCN(S(=O)(=O)c3ccc(C)cc3C)CC2)cc1
 : 5 | -90* | -10 | 5 | -6 | 0.2 | -0.4 | 4 | -2

D2 antag, entries above that show a hit.
canonical_smiles,D1 agonist,D1 antag,D2 antag,TRHR PAM,D1 potentiator,TRHR ag,RXFP1 antag,D2 PAM
Cc1nc2scc(C)n2c(=O)c1S(=O)(=O)NCC1CCN(Cc2ccc(F)cc2)CC1,5,4,34*,2,0,0.0,36,-8

Remaining list, next part.
Every second line gives: D1 agonist | D1 antag | D2 antag | TRHR PAM | D1 potentiator | TRHR ag | D2 agonist | RXFP1 antag | D2 PAM
- Cc1ncn(-c2ccccc2)c1-c1ccccc1
 : 10 | -11 | 7 | -6 | -6 | -0.6 | -1.3 | · | 7
- NC(=O)N1CCC2(CC1)NC(=O)N(c1ccccc1)N2
 : 3 | -5 | -5 | 6 | 10 | -0.6 | 0.3 | -3 | 3
- CCCc1cc(=O)oc2c(C)c(OCC(=O)NC3CC(C)(C)NC(C)(C)C3)ccc12
 : 0 | 5 | -12 | -1 | 0 | 0.1 | 0.0 | -2 | 0
- Cc1cccc(C(=O)N/N=C/c2ccncc2)c1
 : 0 | -37* | 6 | 2 | -8 | -0.2 | 0.1 | 2 | 11
- Cc1cccc(C(=O)NCC(=O)OCC(=O)N2CC3(C)CC2CC(C)(C)C3)c1 (stereo not drawn)
 : 1 | 6 | -1 | 6 | 5 | -0.1 | -0.4 | -5 | 0
- Cc1ccc(C)c(-n2cc[nH]c2=S)c1
 : 4 | 0 | -8 | 4 | 0 | 0.0 | 0.5 | -7 | 0
- COc1cccc(C2=NN(C(C)=O)C(c3cn(-c4ccccc4)nc3-c3cccs3)C2)c1 (stereo not drawn)
 : -1 | 19 | · | -5 | 0 | 0.9 | 0.2 | · | -2
- COC(=O)c1cc(S(=O)(=O)NCCCc2ccco2)c[nH]1
 : 10 | -13 | 14 | -10 | -4 | 0.0 | 0.4 | 5 | -13
- O=C(CN1CCCC1)Nc1ccccc1C(=O)c1ccccc1
 : 1 | -3 | 2 | 2 | 4 | -0.1 | -0.7 | 1 | -1
- CN(CC(=O)Nc1ccccc1C(F)(F)F)C(=O)COc1ncnc2ccccc12
 : 2 | 2 | · | 0 | -1 | 0.1 | · | -2 | ·
- C/C(=N\NC(=O)CSc1nc2ccccc2o1)c1cccc(O)c1
 : 6 | -35* | 0 | 9 | -4 | 0.1 | -0.5 | -6 | -1
- Cc1ccccc1OCC(=O)NCC(=O)N/N=C/c1cccc([N+](=O)[O-])c1
 : 1 | -1 | -8 | 0 | -5 | 0.9 | 1.0 | · | -2
- CCCCn1c(N)c(N(CC(C)C)C(=O)c2ccc(COc3ccccc3)o2)c(=O)[nH]c1=O
 : 2 | -7 | 2 | 22 | -1 | 0.3 | 0.8 | 0 | -2
- O=C(CCC1CCCN(C(=O)c2ccsc2)C1)N1CCN(c2ccccn2)CC1 (stereo not drawn)
 : 1 | 5 | 5 | -6 | 2 | 0.0 | -1.6 | -1 | 6
- CCOC(=O)C1CCN(C(=O)CN(c2ccc(Oc3ccccc3)cc2)S(C)(=O)=O)CC1
 : 9 | -8 | -2 | -2 | -6 | -0.2 | 0.1 | -13 | 4
- O=C1CN(C(=O)c2ccccc2)C(c2ccccc2)c2cc(Cl)ccc2N1 (stereo not drawn)
 : 19 | -4 | -1 | -2 | -5 | -1.5 | -1.0 | 0 | 5
- COC(=O)NCc1cc2cc(Cl)ccc2[nH]1
 : 1 | 14 | -2 | -6 | 4 | -0.3 | 0.4 | 5 | 1
- Cc1cccc(N=C2NN=C(c3ccc4c(c3)OCCO4)CS2)c1
 : 4 | -2 | 2 | 10 | 0 | -0.5 | -0.9 | -1 | 6
- CC(=O)c1ccc(N2CCN(S(=O)(=O)c3ccc4[nH]c5c(c4c3)CCCCC5)CC2)cc1
 : 3 | 14 | · | -6 | -1 | 1.8 | 0.9 | · | 5
- Cc1nn2c(NC(C)C)c3c(nc2c1-c1ccccc1)CCC3
 : 1 | 2 | 4 | -3 | -5 | -0.2 | -2.4 | ? | -7
- CCCCNC(=O)CSc1nc2cc3c(cc2c(=O)n1CCC(=O)NCCc1ccc(OC)c(OC)c1)OCO3
 : 1 | 3 | 9 | -2 | -4 | -1.5 | -0.5 | -12 | -8
- CN(C(=O)CSc1nnc2[nH]c(=O)cc(-c3ccccc3)n12)c1ccccc1
 : 0 | · | · | 3 | 3 | -0.9 | 0.3 | -1 | 15
- COc1cc(S(=O)(=O)Nc2ccccn2)ccc1F
 : 3 | 10 | 20 | 7 | -3 | 1.1 | -0.3 | -6 | 8
- Cc1ccc(CNC(=O)c2ccc(CS(=O)Cc3ccccc3Cl)o2)cc1 (stereo not drawn)
 : 5 | -3 | -23 | -4 | -11 | -0.2 | -0.5 | -2 | -5
- O=C(CN1C(=O)CSc2ccc(S(=O)(=O)N3CCCC3)cc21)Nc1cccc(Cl)c1
 : 3 | 2 | · | 2 | -2 | 0.0 | -0.2 | -33 | 5
- COc1ccc(NC(=O)N2CCC(CO)(CC3CCCCO3)CC2)c(OC)c1 (stereo not drawn)
 : 2 | 19 | -10 | 5 | 1 | 0.0 | 0.5 | -17 | -7
- O=C(c1ccc(Cl)cc1Cl)C1(n2cncn2)Oc2ccccc2C1O (stereo not drawn)
 : 0 | 10 | -9 | 19 | -3 | -0.2 | -0.2 | 7 | 5
- CC(C)(C)c1ccc(OCCNC(=O)c2ncn[nH]2)cc1
 : 2 | -1 | -4 | 15 | 4 | 0.0 | 0.5 | 8 | -6
- Cc1ccc(/C=C/C(=O)N2CCC(Cc3ccccc3)CC2)cc1
 : 10 | -33* | -3 | 6 | -9 | 0.7 | -0.1 | -11 | -14
- CCN1CCN(c2ncnc3c2sc(=S)n3-c2ccccc2)CC1
 : 8 | -11 | 8 | 4 | -2 | -0.1 | 0.6 | -4 | 6
- COc1ccc2c(c1)C(C)CC(C)(C)N2C(=O)NC1CCCCC1 (stereo not drawn)
 : 3 | 6 | 1 | 12 | 9 | -0.3 | -0.5 | 7 | 7
- NS(=O)(=O)c1ccc(N=C2C(=O)Nc3ccccc32)cc1
 : 2 | 14 | 8 | -5 | -4 | 0.7 | -0.7 | · | -3
- CCCCN(C)C(=O)C1CCC(Cn2c(=O)[nH]c3ccsc3c2=O)CC1 (stereo not drawn)
 : 2 | -2 | · | 8 | -3 | -0.5 | · | -8 | 5
- COc1ccc(N(CC(=O)NCc2ccco2)S(C)(=O)=O)c(OC)c1
 : 2 | -4 | 18 | -2 | -4 | 0.7 | 0.5 | -6 | 2
- O=C(COC(=O)c1cc([N+](=O)[O-])ccc1N1CCOCC1)Nc1c(Cl)cccc1Cl
 : 0 | -2 | -4 | 3 | -1 | 1.4 | 1.0 | 5 | 9
- O=C(Nc1ccc2c(c1)OCCO2)c1cc(-n2cnnc2)ccc1Cl
 : 1 | 7 | -27 | 1 | -3 | 0.4 | 0.3 | -8 | 8
- CC(=O)c1ccc(NC(=O)C2CCN(S(=O)(=O)c3cccnc3)CC2)cc1
 : 3 | -20 | 3 | -7 | -6 | -0.6 | 2.5 | 5 | -13
- Cc1ccc(C)c(N2CCN(S(=O)(=O)c3ccc(-c4coc(C)n4)cc3)CC2)c1
 : 0 | -3 | · | 6 | -4 | -0.1 | 0.8 | · | 11

An unsorted share of the library, and some 7.1% of all compounds hit somewhere here.
